Assay outcomes from PubChem.
TRPV1 agonist: activates the human vanilloid receptor TRPV1; Q8NER1; TRPV1-expressing cells, Fluo-8 calcium influx, agonist mode; activation, % at 8.33 µM; 0.19% of 320,000 active; in the data active = activation above about 80%; inconclusive = between about 30% and that limit; note: 0% is about no effect
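Cells expressing TRPV1 were dye-loaded with Fluo-8 and read kinetically: 10 s baseline, 3 min after compound (agonist portion), then 2 min after EC20 capsaicin (allosteric enhancer portion). Calcium-bound dye fluorescence at 480/520 nm.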
TSG101-PTAP inh: blocks PTAP/TSG101 interaction to inhibit HIV-1 budding; Q99816; Fluorescence polarization, FITC-PTAP peptide / Tsg101 binding; Potency, µM (titrated, usually from 115 µM), for inactives: at the top dose activity change, negative = inhibition, usual class: inhibitors; 340,000 tested, under 10 active; AID 493005; active = well fitted inhibition curve with a large enough effect in the main read-out, with a control signal flat, not every such curve was filed as active; inconclusive = small, poorly fitted or top-dose-only effect, or effect the other way, or a change in a side signal; inactive = no such curve, though single readings can be large or run the other way; note: potency is the fitted concentration of half-maximal effect; % of control where 0% means no effect
Target sequence (Q99816 whole entry, looked up): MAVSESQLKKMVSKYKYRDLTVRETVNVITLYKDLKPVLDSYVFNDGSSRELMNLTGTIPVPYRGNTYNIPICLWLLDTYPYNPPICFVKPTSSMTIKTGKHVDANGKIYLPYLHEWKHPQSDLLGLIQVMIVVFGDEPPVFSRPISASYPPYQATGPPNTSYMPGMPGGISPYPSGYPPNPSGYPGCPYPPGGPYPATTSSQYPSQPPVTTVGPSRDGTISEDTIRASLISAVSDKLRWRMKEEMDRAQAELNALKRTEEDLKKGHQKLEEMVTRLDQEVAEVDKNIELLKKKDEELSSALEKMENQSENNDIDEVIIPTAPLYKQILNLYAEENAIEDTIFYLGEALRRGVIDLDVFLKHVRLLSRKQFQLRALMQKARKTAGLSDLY
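Fluorescence anisotropy tracks displacement of a FITC-tagged PTAP peptide (50 nM) from the Tsg101 binding domain (10 uM), following a 20 min room-temperature incubation at pH 7.5.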
USP2a block: blocks human ubiquitin-specific protease USP2a; 0.01% of 330,000 active; Potency, µM (series often up to 38.3 µM), without a hit: at the top dose activity change, negative = inhibition, actives largely listed as inhibitors; USP2 core, Ub-CHOP2 coupled fluorogenic reporter, 485/531;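 note: potency is the fitted concentration of half-maximal effect; plate controls were DMSO wells for no effect and full inhibition by NEM control for full effect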
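Deubiquitinase activity read as fluorescence (485/531 nm) after Ub-CHOP2 cleavage activates the enterokinase reporter on its substrate; USP2 core 10nM, Ub-CHOP2 and substrate 25nM each, 30min compound preincubation then 60min RT; data normalized to NEM, curves fitted.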
ASM inhibitor: blocks human secretory acid sphingomyelinase; AID 504937; 0.006% of 340,000 active; placental ASM, HMU-PC fluorogenic substrate, 60 min; Potency, µM (highest dose often 57.5 µM), for the others: at the highest dose activity change, negative = inhibition, actives largely listed as inhibitors; P17405; note: potency is the fitted concentration of half-maximal effect
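Human placenta-derived ASM preincubated with compound 10 min at room temperature, then reacted with 9 uM (final) fluorogenic HMU-PC substrate for 60 min at 37 C. Stop solution raises pH to 10; fluorescence read at Ex 386/Em 447 nm.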
a7 integrin act: integrin-mediated muscular dystrophy alleviation activation; 0.064% of 350,000 active; Potency, µM (doses to about 38.3 µM), for inactives: at the highest dose activation, hits mostly activators; alpha7betagal myoblasts, beta-gal FDG fluorescence, 48 h;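 note: potency is the fitted concentration of half-maximal effect; 100% = response of the positive control SU9516; nearly all actives have a fitted effect of over 60% in size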
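alpha7betagal+/- myoblasts (passage 13, 250/well) treated 48 h at 37C with compounds at 1:260 dilution of DMSO stock. Lysed, then beta-galactosidase activity read as FDG fluorescence (ex 480/em 540) after 30 min, with pre-read for autofluorescence.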
p53 reactivation: re-activators of mutant p53; H1299 p53-A138V BP100-luciferase reporter, luminescence, 24 h; Potency, µM (highest dose often 92.2 µM), without a hit: at the highest dose activity change, positive = activation, actives largely listed as activators; 0.063% of 320,000 active; AID 504706; note: potency is the fitted concentration of half-maximal effect; % of control where 0% means no effect; nearly all actives have a fitted effect of over 45% in size
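p53-null H1299 cells stably carrying temperature-sensitive p53-A138V and a BP100-luciferase reporter were pinned with compounds (4-point, 1:5 series) and held 24 hrs at 37 deg C. Luminescence was read 10 min after detection reagent.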
uPA surface inh: blocks generation of uPA at the cell surface; cell surface uPA generation assay, qHTS; Potency, µM (highest dose often 38.3 µM), inactives show at the top dose activity change, negative = inhibition, hits mostly inhibitors; 0.31% of 330,000 active; AID 540303; active = well fitted inhibition curve with a large enough effect; inconclusive = small, poorly fitted or top-dose-only effect; inactive = no such curve, though single readings can be large or run the other way; tested in mouse RAW 264.7 cells; note: potency is the fitted concentration of half-maximal effect; % is set by controls: 0 for no effect and ±100 for the full control effect; nearly all actives have a fitted effect of over 55% in size
Eya2 inh: inhibitors of human Eya2 phosphatase activity. O00167. recombinant Eya2, OMFP fluorescence dephosphorylation (OMFP is methylfluorescein phosphate). Potency, µM (series often up to 76.9 µM), without a hit: top-dose activity, negative = inhibition, hits mostly inhibitors. 0.006% of 330,000 active. AID 488837; note: potency is the fitted concentration of half-maximal effect; % is set by controls: 0 for no effect and ±100 for the full control effect
Target sequence (O00167 whole entry, looked up): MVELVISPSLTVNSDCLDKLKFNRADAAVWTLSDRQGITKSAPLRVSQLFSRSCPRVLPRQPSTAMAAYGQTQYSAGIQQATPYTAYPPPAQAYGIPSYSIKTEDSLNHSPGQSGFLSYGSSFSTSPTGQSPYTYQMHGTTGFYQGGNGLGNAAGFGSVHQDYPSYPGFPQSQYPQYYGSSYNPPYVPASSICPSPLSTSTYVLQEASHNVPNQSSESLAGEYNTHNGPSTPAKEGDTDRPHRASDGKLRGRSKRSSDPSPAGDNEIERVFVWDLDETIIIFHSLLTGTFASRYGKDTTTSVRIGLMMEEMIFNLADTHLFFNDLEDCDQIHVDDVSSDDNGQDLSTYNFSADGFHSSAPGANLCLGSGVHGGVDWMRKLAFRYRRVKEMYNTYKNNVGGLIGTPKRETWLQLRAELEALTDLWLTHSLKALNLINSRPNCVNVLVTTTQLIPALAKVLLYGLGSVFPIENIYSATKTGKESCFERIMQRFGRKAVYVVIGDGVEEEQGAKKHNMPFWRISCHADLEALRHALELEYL
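Eya2 protein (added as 0.2 uM solution) was preincubated with compound for 10 min at ambient temperature in 50 mM HEPES pH 7.5, 50 mM NaCl, 5 uM MgCl2, 0.05% BSA, 1 mM DTT. OMFP (added at 50 uM) then reacted 10 min; fluorescence read at 485/525 nm.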
ELG1 genotox: genotoxicity induction in ELG1-luciferase HEK293T cells | HEK293T ELG1-luciferase reporter, luminescence, 16 h | Potency, µM (top dose mostly 46 µM), inactives show top-dose activity change, positive = activation, most hits filed as activators | 1.3% of 330,000 active | AID 504466; note: potency is the fitted concentration of half-maximal effect; % of control where 0% means no effect; nearly all actives have a fitted effect of over 60% in size
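Genotoxic stress is detected as increased luminescence from luciferase-tagged ELG1 in HEK293T cells, measured with ONE-Glo after a 16 hr treatment at 37 °C.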
B2AR arrestin: recruits beta-arrestin to the human beta2-adrenergic receptor | beta-arrestin recruitment to beta2AR, cell-based reporter | Potency, µM (doses to about 46.1 µM), inactives show at the top dose activation, most hits filed as activators | 0.02% of 330,000 active;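 note: potency is the fitted concentration of half-maximal effect; 0% = DMSO controls and full agonism = EC100 isoproterenol or metaproterenol; nearly all actives have a fitted effect of over 65% in size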
BRCA1 expr up: activators of BRCA1 expression; AID 624202; Potency, µM (titrated, usually from 46.1 µM), for the others: at the highest dose activation, most hits filed as activators; MCF7-BRCA1-FFLuc reporter, luminescence, 48 h; response scale: scaled: vehicle 0%, 10 µM genistein 100%; 1.1% of 380,000 active; note: potency is the fitted concentration of half-maximal effect; nearly all actives have a fitted effect of over 80% in size; some results filed as inactive show a strong effect at the top dose
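MCF7 cells carrying a BRCA1-firefly luciferase reporter (2000 cells/well, phenol-red free MEM) were attached for 2 h at 37 °C, then given compounds for 48 h. Luminescence was read 15 min after luciferase reagent; activity normalized to genistein (10 microM) and DMSO.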
The depositor's hits bear a star; ? = inconclusive; . = no result given; [ ] = remark or other dose. Unless noted, calls come from the whole dose curve; as a rule, active = well fitted curve in the direction sought with a large enough effect; inconclusive = small, poorly fitted or top-dose-only effect, or another doubt; inactive = no such curve, though single readings can be large; an effect the other way counts as inactive or inconclusive.

SMILES	TRPV1 agonist	TSG101-PTAP inh	USP2a block	ASM inhibitor	a7 integrin act	p53 reactivation	uPA surface inh	Eya2 inh	ELG1 genotox	B2AR arrestin	BRCA1 expr up
Cc1ccc2cccc(S(=O)(=O)N3CCN(c4ccccc4F)CC3)c2n1	-5.5	0.9%	0.2%	-11.8%	2.2%[7.66 µM]	0.5%	.	-9.8%	-1.6%	0.4%	-0.5%
COc1cccc(Nc2nc3ccccc3n2C(C)C)c1	4.9	-1.4%	4.3%	-1.2%	-3.8%	-15.8%	-10.4%	0.2%	-7.3%	2.6%	-17.0%
O=C(NCc1ccccn1)/C(=C/c1ccco1)NC(=O)c1ccccc1	1.4	-5.3%	3.2%	3.0%	-7.7%	1.7%	-2.9%	-0.4%	-0.1%	-0.2%	-14.9%
COc1ccc(-n2c(C)nc3cc(C(=O)N4CCOCC4)ccc32)cc1	-4.2	-9.9%	2.6%	0.3%	5.9%	12.2%	4.4%	7.2%	-5.1%	0.4%	2.1%
CCCCNC(=S)N(C)/N=C/c1ccc(OCC(=O)Nc2ccc(OC)cc2)c(OC)c1	2.6	-1.5%	-8.1%	-9.2%	17.9%	-4.5%	17.9%	3.0%	-10.6%	-0.5%	9.9%
CC(=O)c1ccc(N2C(=NC(=O)C(C)C)SC3CS(=O)(=O)CC32)cc1 (stereo not given)	-0.4	-7.6%	3.2%	-1.5%	-19.8%	-5.0%	-1.6%	2.6%	1.0%	-0.2%	-1.1%
CC(O)CNc1nc(N)[nH]c(=O)c1N=Nc1ccccc1 (stereo not given)	.	-0.1%	.	-8.9%	-21.0%	.	1.4%	.	.	.	-18.7%
O=C(Cc1ccccc1)Nc1ncccc1Cl	.	-6.2%	.	0.4%	3.2%	.	-6.9%	.	.	.	3.2%
CCCCCc1ccc(S(=O)(=O)NCCc2ccncc2)cc1	?	0.0%	-0.4%	2.3%	-31.4%	-1.2%	.	2.5%	4.0%	-0.3%	-55.2%
O=C(CCc1c[nH]c2ccccc12)OCc1cccc(C(F)(F)F)c1	.	-2.0%	.	-6.3%	37.9%	.	?	.	.	.	0.0%
COc1cccc2cc(C(=O)N3C(C)CCCC3C)c(=O)oc12 (stereo not given)	5.2	-1.9%	0.2%	-0.8%	-11.1%	-8.8%	-5.8%	0.4%	0.1%	-1.0%	4.8%
CC(C)CN(CC(C)C)C(=O)CN1C(=O)NC2(CCc3ccccc3C2)C1=O (stereo not given)	-4.5	-8.6%	-1.8%	0.5%	-1.9%	-1.3%	-7.0%	-22.0%	-1.0%	0.0%	-13.4%
CN(Cc1ccccc1)C(=O)Cn1c(=O)oc2cc(S(=O)(=O)N3CCCC3)ccc21	5.2	-6.9%	1.6%	-0.3%	-2.0%	3.7%	1.1%	5.3%	-2.4%	-0.8%	3.0%
CC(C)Cc1ccc(CN2CCCC(NC(=O)c3cnc4ccccn4c3=O)C2)cc1 (stereo not given)	.	-4.1%	.	18.8%	0.0%	.	3.9%	.	.	.	5.4%
N#Cc1c(N)nc2c(c1-c1ccccc1)CCC2	-0.7	-3.7%	1.3%	271.5%[activator]	-23.0%	0.2%	-2.2%	-0.8%	?	0.0%	?
COc1cccc(C(=O)NC(=S)Nc2ccccc2N2CCOCC2)c1	22.2	-4.9%	3.0%	7.9%	9.4%	-7.5%	-12.6%	-9.4%	-1.1%	0.2%	-57.5%
Cc1ccc2nsnc2c1N(S(C)(=O)=O)S(C)(=O)=O	2.7	-2.1%	-1.1%	2.5%	3.4%	-2.7%	-2.2%	-25.4%	0.5%	-0.9%	7.5%
COc1cccc(C2=CC(c3ccc(OC)c(OC)c3)NC(=S)N2)c1 (stereo not given)	0.1	-0.3%	4.5%	4.7%	5.4%	-1.4%	5.2%	-14.4%	-6.6%	9.7%	-9.8%
COC(=O)c1c(-c2ccccc2)csc1NC(=O)CSc1ncnc2sc(C)c(C)c12	-1.0	-1.4%	1.7%	-1.2%	0.3%	0.2%	1.3%	-8.2%	-4.7%	-0.2%	-20.6%
COc1ccc(-c2nc(N)nc(C)c2Oc2ccccc2Br)c(O)c1	-7.5	-2.9%	3.8%	?	-44.8%	-31.0%[inhibitor]	-9.4%	-7.9%	2.4%	-0.6%	-63.9%
O=C1/C(=C/Nc2ccc3c(c2)OCO3)CCc2ccccc21	-9.9	-0.2%	1.6%	-2.1%	25.9%	-3.6%	-5.0%	-12.5%	?	0.5%	?
ClCCN1C2=NCCCN2c2ccccc21	-2.1	0.4%	0.8%	4.4%	-37.1%	-2.8%	-11.9%	-12.9%	-3.9%	-0.4%	11.3%
Cc1c(-c2nc(-c3ccc(C(F)(F)F)cc3)no2)n(C)oc1=O	7.0	-2.0%	-0.9%	7.5%	9.8%	-5.6%	-2.2%	5.2%	5.0%	-0.8%	-5.1%
CCOc1cc(/C=N/NC(=O)CNc2cccc(C)c2)ccc1OC(=O)c1ccccc1	7.3	-0.8%	-5.0%	-14.7%	-24.3%	-4.9%	-1.2%	-3.1%	-0.8%	-0.2%	-53.4%
O=C(NCc1ccccc1)C12CC3CC(CC(Cl)(C3)C1)C2	4.1	-3.4%	1.1%	-0.6%	-1.4%	3.5%	3.0%	0.0%	-6.9%	-0.2%	-2.0%
Cc1cc(NC(=O)CSCC(=O)N(c2cccc(Cl)c2)C(C(=O)NC2CCCCC2)c2ccc(O)c(O)c2)no1 (stereo not given)	-2.5	-1.7%	-5.4%	-0.6%	8.5%	-5.7%	3.9%	-0.5%	0.6%	-0.7%	-5.6%
O=C(O)c1ccccc1-c1ccc(/C=C2\SC(=O)N(c3ccccc3)C2=O)o1	3.4	-4.7%	3.0%	6.4%	?	29.4%	-11.0%	3.1%	?	-1.0%	?
c1ccc2c(Cn3ccnc3)c[nH]c2c1	0.2	-2.1%	-8.8%	2.4%	0.0%	-2.9%	.	1.1%	-0.4%	-0.1%	-24.4%
CCOC(=O)c1nc(C)n(-c2ccc(Cl)cc2Cl)n1	2.3	0.0%	1.4%	3.5%	14.4%	2.6%	.	-1.4%	0.7%	0.0%	1.1%
CCOC(=O)C1(Cc2ccc(OC)cc2)CCN(C(=O)C2CC(=O)N(C3CC3)C2)CC1 (stereo not given)	2.5	-4.2%	2.9%	3.2%	-32.0%	1.4%	-0.4%	2.2%	-0.1%	-0.5%	11.1%
COc1ccc(-c2sc(Nc3cccc4ccccc34)n[n+]2C)c(C)c1C	.	-0.1%	.	19.7%	5.8%	.	1.8%	.	.	.	-20.0%
O=C(CNC(=O)c1cc(Cl)nc2ccccc12)Nc1ccccc1Br	5.3	0.0%	2.0%	3.4%	4.9%	-1.5%	3.2%	10.3%	0.3%	0.1%	-3.0%
COC(=O)c1ccc([C@H]2CC(=O)O2)cc1	0.1	-2.0%	1.0%	6.4%	-42.9%	-6.1%	4.47µM*	1.8%	12.1%	-0.8%	-9.6%
Cc1nn2cc(-c3ccc(Cl)cc3)nc2s1	1.5	-3.3%	-1.1%	0.8%	18.2%	?	-0.7%	-5.3%	0.517µM*	-0.4%	69.6%
Nc1ccc(C(=O)Nc2ccc3nc(-c4cccnc4)[nH]c3c2)cc1	-2.8	-4.0%	-0.1%	0.5%	10.7%	10.2%	-2.2%	-8.4%	2.0%	0.1%	28.2%
COc1cc(-c2[nH]ncc2CN2CCCC2c2nonc2C)cc(OC)c1OC (stereo not given)	-1.5	-3.6%	3.1%	0.3%	7.8%	0.5%	1.0%	-3.8%	12.9%	-0.1%	7.5%

Single entries from above:
O=C1/C(=C/Nc2ccc3c(c2)OCO3)CCc2ccccc21 in a7 integrin act reads 25.9%
Cc1cc(NC(=O)CSCC(=O)N(c2cccc(Cl)c2)C(C(=O)NC2CCCCC2)c2ccc(O)c(O)c2)no1 (stereo not given) in TSG101-PTAP inh reads -1.7%

Four of the entries above in order of their number in TSG101-PTAP inh, lowest first.
mol	TSG101-PTAP inh
CCOC(=O)C1(Cc2ccc(OC)cc2)CCN(C(=O)C2CC(=O)N(C3CC3)C2)CC1 (stereo not given)	-4.2%
O=C(NCc1ccccc1)C12CC3CC(CC(Cl)(C3)C1)C2	-3.4%
O=C1/C(=C/Nc2ccc3c(c2)OCO3)CCc2ccccc21	-0.2%
CCOC(=O)c1nc(C)n(-c2ccc(Cl)cc2Cl)n1	0.0%
